# High-throughput results: PubChem BioAssay, several laboratories
# E coli Lon inh: E. coli protease La inhibition; AID 602123; hit rate 0.42% among 360,000; purified E. coli Lon protease, fluorescence polarization; inhibition, % at 7.94 µM; in the data active means inhibition above about 13%, passing the limit was not always enough;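 further: 0% = enzyme with probe and DMSO and 100% = no enzyme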
# Target sequence (P0A9M0 whole entry, looked up): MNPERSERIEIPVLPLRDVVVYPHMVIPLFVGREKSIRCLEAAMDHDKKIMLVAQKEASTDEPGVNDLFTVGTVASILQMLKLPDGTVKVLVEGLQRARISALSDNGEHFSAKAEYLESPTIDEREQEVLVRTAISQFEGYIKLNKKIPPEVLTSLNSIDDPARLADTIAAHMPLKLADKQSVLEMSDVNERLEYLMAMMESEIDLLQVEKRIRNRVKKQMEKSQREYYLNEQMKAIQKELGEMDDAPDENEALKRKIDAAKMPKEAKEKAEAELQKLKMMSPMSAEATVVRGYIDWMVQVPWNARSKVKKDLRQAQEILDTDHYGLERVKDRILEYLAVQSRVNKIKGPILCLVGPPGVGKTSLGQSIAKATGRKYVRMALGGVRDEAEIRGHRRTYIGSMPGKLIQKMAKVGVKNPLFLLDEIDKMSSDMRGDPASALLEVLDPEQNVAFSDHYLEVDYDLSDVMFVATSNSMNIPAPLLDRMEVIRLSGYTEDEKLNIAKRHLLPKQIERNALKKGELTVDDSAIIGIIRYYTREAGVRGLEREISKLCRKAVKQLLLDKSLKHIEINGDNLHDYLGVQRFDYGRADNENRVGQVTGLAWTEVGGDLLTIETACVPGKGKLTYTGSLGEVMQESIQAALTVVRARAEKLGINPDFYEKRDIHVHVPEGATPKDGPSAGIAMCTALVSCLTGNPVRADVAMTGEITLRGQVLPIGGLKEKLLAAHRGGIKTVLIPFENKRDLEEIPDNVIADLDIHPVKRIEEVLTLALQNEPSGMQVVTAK
# TbMetRS inhib: Trypanosoma brucei MetRS inhibition; purified T. brucei MetRS, ATP depletion, Kinase-Glo luminescence; inhibition, % at 11.9 µM; hit rate 0.4% among 360,000; AID 624268;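 active means inhibition above a per-plate cutoff of the control wells' mean inhibition plus 3 SD, cut at about 5.5% in these data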;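 further: 0% = DMSO wells median and 100% = median of wells with control inhibitor compound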
#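 technique = Kinase-Glo luminescence, ATP depletion format | system = purified MetRS (methionyl-tRNA synthetase) enzyme from Trypanosoma brucei | timing = 15 min preincubation, 2 h reaction, all 25 °C | evaluation = percent inhibition versus plate control medians | dosing = single dose, 11.9 µM final nominal, 0.9% final DMSO | also added = substrates ATP, L-methionine and bulk Escherichia coli tRNA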
# MsrA inh: bovine MsrA inhibition; inhibition, % at 15.5 µM; hit rate 0.75% among 360,000; purified bovine MsrA, absorbance read-out; in the data active means inhibition above about 4.5%;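 further: 0% = vehicle wells with enzyme and 100% = reference inhibitor wells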
# Rin1-Abl PPI inh: blocks binding of human Rin1 to Abl; P00519+Q13671; TR-FRET Rin1/Abl binding, biochemical; inhibition, % at 7.35 µM; hit rate 0.4% among 360,000; AID 588664; in the data active means inhibition above about 5%, passing the limit was not always enough
# FAS-TE inh: FAS thioesterase (human) inhibition; hit rate 0.67% among 360,000; inhibition, % at 15 µM; P49327; recombinant FAS-TE, OMFH fluorogenic substrate, fluorescence endpoint;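 active means compounds whose normalised, plate-corrected inhibition of enzyme fluorescence in the single-dose primary screen is 50% or more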;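 further: 0% = DMSO with enzyme and 100% = substrate without enzyme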
# MsrA act: bovine methionine sulfoxide reductase A activation | activation, % at 10.6 µM | hit rate 0.3% among 360,000 | purified bovine MsrA, absorbance read-out; in the data active means activation above about 7.5%;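 further: 0% = vehicle and 100% = reference activator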
# PABP1 MLLE inh: blocks PAM2 peptide binding to the PABP1 MLLE domain. P11940. GST-MLLE / FITC-PAM2 fluorescence polarization. inhibition, % at 20 µM. hit rate 0.36% among 360,000; in the data active means inhibition above about 35%, passing the limit was not always enough;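 further: plate controls were DMSO wells with GST-MLLE for no effect and wells lacking GST-MLLE protein for full effect; some results filed as inactive read as strong as hits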
# CSN inh: inhibitors of human CSN-mediated cullin deneddylation. Q92905. Purified CSN, SCF-Nedd8-OG deneddylation, fluorescence polarization. inhibition, % at 12.5 µM. hit rate 0.38% among 360,000;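 active means pattern-corrected inhibition above about 35%, with an unprinted fluorescence ratio check between 0.5 and 1.5, limit read from the data, passing the limit was not always enough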;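 further: 0% = enzyme with substrate and 100% = substrate without enzyme; some results filed as inactive read as strong as hits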
#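 Material: human Csn5 produced in HEK293T cells; Input: enzyme 0.24 nM; Reagent: SCFSkp2-Nedd8OG substrate at 10 nM final; Dosing: 12.5 µM compound; Incubation: 90 min reaction at room temperature; Detection: fluorescence polarization of the substrate; Evaluation: % inhibition of substrate cleavage by Csn5; Control set: substrate-only high control, full reaction low control.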
# Neddylation inh: cullin neddylation inhibition; TR-FRET cullin neddylation, biochemical; calls only at 25 µM; P61081+Q13564; hit rate 0.58% among 360,000; in the data active means inhibition above about 36%
# * marks the source's active call; other numbers are inactive results; i = inactive; nt = not tested or not shown.
Molecule,E coli Lon inh,TbMetRS inhib,MsrA inh,Rin1-Abl PPI inh,FAS-TE inh,MsrA act,PABP1 MLLE inh,CSN inh,Neddylation inh
COc1ccc([C@H]2C=C(C(=O)O)O[C@@H](OCCCCO)C2)cc1,-3,-0.4,-0.5,0,-12,-11,-7,-7,i
Cc1ccc(-n2ccc(=O)c(C(=O)O)n2)cc1,-2,0.1,3.2,-2,-9,-3,-1,2,i
CCNCc1cc(Cl)cc(OC)c1OC(C)C,-12,-0.5,0.3,-2,-6,-1,3,-2,i
Nn1c(SCC(=O)Nc2nccs2)nnc1-c1ccccn1,0,-0.2,-0.7,5,-3,-4,0,-2,i
COc1ccc(-n2nc(C(=O)NCC(=O)N3CCN(Cc4ccccc4)CC3)c3ccccc3c2=O)c(OC)c1,-8,-0.5,-0.6,-1,0,-3,1,-3,i
O=[N+]([O-])c1cc2ncccc2c2ncccc12,-3,-0.3,3.0,-9,-2,-4,-1,2,i
O=C(O)C1CC1(c1ccccc1)c1ccccc1 (stereo not drawn),3,-0.5,-0.1,-2,-6,-3,-23,-4,i
CCCCc1[nH]nc2c1C1(C(=O)N(CC)c3ccccc31)C(C#N)=C(N)O2 (stereo not drawn),5,-0.6,1.5,0,-1,-3,-13,-5,i
O=C(NCCCN1CCOCC1)C1CC(=O)N(c2ccccc2)C1 (stereo not drawn),-5,-0.6,1.3,3,-5,-1,10,-3,i
Cc1ccc2oc(=O)n(CCC(=O)Nc3ccc(N4CCOCC4)cc3)c2c1,-1,-0.5,1.6,1,-4,-7,2,2,i
CC(C)c1cccc(C(C)C)c1NC(=O)c1ccccc1,-9,0.2,1.2,-2,-7,-2,-9,-5,i
COc1ccc(C(=O)Nc2cc(-c3ccc(C)cc3)no2)cc1,-9,-2.4,0.4,0,-1,-10,0,-2,i
C/C(=N\N=C\c1ccc(N(C)C)cc1)c1cccc([N+](=O)[O-])c1,-7,-0.3,2.6,0,11,-5,-2,-12,i
O=C(CCCSc1nc2ccccc2[nH]1)Nc1nnc(-c2ccccc2)o1,-4,-0.4,0.2,0,-4,-2,3,4,i
N#Cc1c(NCc2ccccc2)ccnc1Cl,0,-0.1,0.1,1,6,-1,0,-2,i
CCOc1ccc(CCNC(=O)CCNC(=O)c2ccc(Br)cc2)cc1OCC,-15,-0.5,1.0,-2,-4,0,-49,4,i
COc1ccc(-c2nc3n(c2C)Cc2ccccc2-3)cc1,7,-0.6,0.4,-10,-1,-2,29,-1,i
COc1ccc2c(c1)[nH]c1c(=O)n(CCc3cnc[nH]3)cnc12,0,0.2,0.6,6,-7,2,-41,-2,i
Cc1nc2ccc(Br)cc2c2c1CC(CO)O2 (stereo not drawn),2,2.4,0.1,-10,1,-1,2,0,i
CCN(c1ccccc1)S(=O)(=O)c1ccc(NCC2COc3ccccc3O2)nc1 (stereo not drawn),2,-0.1,-1.0,2,31,-8,-3,0,i

# Six compounds already listed, ordered by SMILES length, lowest first.
Molecule,E coli Lon inh,TbMetRS inhib,MsrA inh,Rin1-Abl PPI inh,FAS-TE inh,MsrA act,PABP1 MLLE inh,CSN inh,Neddylation inh
Cc1nc2ccc(Br)cc2c2c1CC(CO)O2 (stereo not drawn),2,2.4,0.1,-10,1,-1,2,0,i
O=C(O)C1CC1(c1ccccc1)c1ccccc1 (stereo not drawn),3,-0.5,-0.1,-2,-6,-3,-23,-4,i
O=[N+]([O-])c1cc2ncccc2c2ncccc12,-3,-0.3,3.0,-9,-2,-4,-1,2,i
Nn1c(SCC(=O)Nc2nccs2)nnc1-c1ccccn1,0,-0.2,-0.7,5,-3,-4,0,-2,i
COc1ccc(C(=O)Nc2cc(-c3ccc(C)cc3)no2)cc1,-9,-2.4,0.4,0,-1,-10,0,-2,i
O=C(CCCSc1nc2ccccc2[nH]1)Nc1nnc(-c2ccccc2)o1,-4,-0.4,0.2,0,-4,-2,3,4,i

# Going on with the list.
Molecule,E coli Lon inh,TbMetRS inhib,MsrA inh,Rin1-Abl PPI inh,FAS-TE inh,MsrA act,PABP1 MLLE inh,CSN inh,Neddylation inh
Cc1ccc(S(=O)(=O)c2c(CO)c(-c3ccccc3)nn2C)cc1,-4,-1.6,-1.2,-2,-2,-7,-1,2,i
Cc1onc(-c2ccccc2)c1C(=O)N/N=C(\N)COc1ccc(Cl)cc1,-2,2.7,0.5,1,3,1,9,-1,i
CC(=O)C1=C(O)C(=CC=Cc2ccccc2)OC1=O,-66,-0.2,4.1,-5,-5,-1,-64,9,i
CCOc1ccc(N(C(=O)C2CCCO2)C2C=CS(=O)(=O)C2)cc1 (stereo not drawn),11,-1.0,-0.3,1,-5,-5,2,-3,i
N#Cc1nc(-c2ccco2)oc1NCCCn1ccnc1,5,-0.2,0.8,2,-9,0,10,-2,nt
COc1ccc(-c2[nH]ncc2CN2CCC(C(=O)N3CCOCC3)CC2)c(F)c1,8,-1.3,0.8,-6,1,-7,-2,1,i
CC(CN1CCCCC1)OC(=O)C1c2ccccc2Oc2ccccc21 (stereo not drawn),1,0.3,1.5,0,-3,-1,4,0,i
COc1ccc(CC(=O)NNS(=O)(=O)c2ccccc2[N+](=O)[O-])cc1,7,-0.5,-0.6,-3,-5,-1,0,0,i
O=C(NCCc1ccc(O)c(Br)c1)c1ccc(Br)o1,-6,-1.5,-0.2,nt,-10,-11,nt,-5,i
CCCn1nc(Oc2nc(NC(C)C)nc(N(C)C)n2)ccc1=O,2,-0.4,-0.2,-1,-3,-3,14,-1,i
Cc1cccc(C)c1OCc1nnc2c3cnn(C)c3ncn12,-2,-0.4,-0.7,4,-9,-3,6,-1,i
CCC1(C)Cc2c(sc(NC(=O)CCC(=O)O)c2C#N)CO1 (stereo not drawn),6,-0.2,0.2,-3,-8,0,-13,-2,i
O=C(NCC(c1ccco1)N1CCCC1)c1cccc(S(=O)(=O)N2CCc3ccccc32)c1 (stereo not drawn),-2,-0.3,-0.1,0,-2,-5,2,1,i
Cc1cc(C)cc(OCC(=O)N2N=C(c3cccnc3)CC2(O)C(F)(F)F)c1 (stereo not drawn),-4,0.5,-0.5,0,-3,-1,-14,-2,i
N#C/C(=C\c1ccc([N+](=O)[O-])cc1)C(=O)NCCCn1ccnc1,12,0.4,0.4,-1,7,-4,-4,0,i
Cn1c(CN2CCCCC2)nc2cc(NS(=O)(=O)c3ccc(Cl)cc3)ccc21,-7,-1.4,0.7,2,-6,-11,-3,1,i
O=S1(=O)CC(c2ccccc2)=NN=C(c2ccccc2)C1,2,-0.1,1.0,2,-8,2,15,-5,i
Cc1cccc(CSc2ccc(S(=O)(=O)N3CCCC3)cn2)c1,-11,-0.6,0.5,4,30,-1,5,-2,i
COc1ccc(NC(=O)Cn2cc(C(C)=O)c3ccccc32)cc1,3,-1.5,-1.1,-2,-3,-12,3,-5,i
CC(NC(=O)CSc1nnc(CC(=O)Nc2ccc(Cl)c(Cl)c2)n1C)c1ccccc1 (stereo not drawn),-8,2.5,-1.8,4,4,-9,-84,2,i

# (cont.)
Molecule,E coli Lon inh,TbMetRS inhib,MsrA inh,Rin1-Abl PPI inh,FAS-TE inh,MsrA act,PABP1 MLLE inh,CSN inh,Neddylation inh
CN(C)NC(=S)NC1CCS(=O)(=O)C1 (stereo not drawn),10,-1.6,-0.1,-2,-3,-7,15,-6,i
COC(=O)c1ccccc1NC(=O)c1cccc(NC(=O)CSCc2ccccc2)c1C,1,-1.3,0.8,-4,-8,-11,13,-2,i
CCN(c1ccccc1)S(=O)(=O)c1ccc(Cl)c(NC(=O)COC(=O)c2ccc[nH]c2=O)c1,-3,-1.0,-0.9,-4,-7,-9,-20,0,i
Cn1nc([N+](=O)[O-])nc1Sc1nnnn1-c1ccc(C(=O)O)cc1,-5,-0.8,-1.2,3,-4,-2,-5,-1,i
Fc1cnc(N/N=C/c2ccc(-c3ccc(Br)cc3)o2)nc1N1CCOCC1,9,-1.1,0.3,-3,-2,-7,18,3,i
CCN1C(=O)[C@H]2[C@@H](c3ccc(-c4ccc5c(c4)OCO5)c(OC)c3)N[C@@](CC(C)C)(C(=O)OC)[C@H]2C1=O,-1,0.0,2.0,-2,32,-8,-5,-5,nt
O=C(Nc1cnc2ccccn2c1=O)c1ccc(F)cc1,-3,-1.5,3.0,-1,-5,-1,8,-3,i
O=C(O)C1CCCN1S(=O)(=O)c1ccc2c(c1)CCC2 (stereo not drawn),-3,-0.4,0.4,1,-6,3,16,5,i
CCc1ccccc1NC(=O)CNCC(=O)Nc1ccccc1CC,-13,-0.6,0.2,1,-3,2,-8,1,i
CC(C)=CCC[C@H](C)C[C@@H]1CC2=C(C(=O)OC(C)(C)O2)[C@@H](c2ccc(F)cc2)O1,6,-0.5,-0.5,nt,24,-2,nt,-4,i
O=C(c1cccc(-n2cnnn2)c1)N1CC=C(c2ccccc2)CC1,-1,-0.4,0.9,0,45,-9,-5,-2,i
Cc1ccc(NC(=O)N2CCCc3ccccc32)cc1,-9,-0.6,1.5,-4,-2,-5,5,-8,i
CCc1nc2ccc(C(=O)N3CCN(S(=O)(=O)CC)CC3)cn2c1N(C=O)Cc1ccc(OC)cc1,-8,0.4,0.3,6,-4,-2,6,-5,i
CCOC(=O)COc1ccc(S(=O)(=O)N2CCN(c3ccccc3)CC2)cc1,10,-0.9,nt,2,25,-8,-1,3,i
CCOc1cc(S(=O)(=O)Nc2ccncc2)ccc1F,-7,-0.7,-0.1,-2,-10,-2,-9,-3,i
CC(C)=CCc1c(O)cc(O)c2c1OC(c1ccc(O)cc1)CC2=O (stereo not drawn),-10,1.7,0.8,1,16,-2,-8,1,i
CCOC(=O)C1=C(O)/C(=C/c2ccc(OCC(=O)Nc3ccc(C)cc3)cc2)N=C1C,-26,0.1,1.5,-2,-7,-2,-24,2,nt
CC1CCCC(C)N1C(=O)c1ccc2c(c1)S(=O)(=O)c1ccccc1C2=O (stereo not drawn),-4,-0.4,-0.9,0,3,-3,-10,5,i
CCOc1ccc(N=CC2=C(O)CC(C)(C)CC2=O)cc1,4,0.3,2.1,-5,-4,-4,4,-1,i
O=C(NC1=NCCS1)C1CC(=O)N(c2ccc(F)cc2)C1 (stereo not drawn),-3,0.1,1.0,-2,-10,1,0,1,i
Cc1ccc(S(=O)(=O)N2CCCC2C(=O)O)cc1 (stereo not drawn),6,-0.3,0.7,1,-4,3,13,3,i
